# LDHA inh: blocks human lactate dehydrogenase A. 480,000 compounds, 0.15% hits. AID 1347041. purified LDHA, NADH/diaphorase-resazurin fluorescence; hits give low values. P00338. activity change, % (values are at about 110 or 230 µM); in the data active = activity change below about -30%; inconclusive = mostly about -25% to -30%;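 also: plate controls were DMSO wells for no effect and wells without enzyme for full effect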
#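 Resorufin fluorescence (ex540/em590), read at 0 and 20 min after diaphorase/resazurin addition, reports the NADH left after a 5 min room-temperature reaction of 2 nM human LDH5 with 0.06 mM NADH and 0.2 mM pyruvate.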
# ALOX12 inh: blocks human arachidonate 12S-lipoxygenase; Potency, µM (titrated, usually from 108 µM), for the others: at the highest dose activity change, negative = inhibition, usual class: inhibitors; 580,000 compounds, 1.1% hits; P18054; AID 1671190; purified 12hLO, xylenol orange hydroperoxide absorbance; also: potency is read from the fitted curve at half-maximal effect; % is scaled to controls: 0 for no effect and ±100 for the full control effect
#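 Purified human 12hLO (150 nM final) in 25 mM Hepes, 0.01% Triton X-100, pH 7.0 was preincubated 15 min at room temperature with compound. Then 40 uM arachidonic acid was added, 30 min. Hydroperoxide was read by Fe-XO absorbance ratio 573/405 nm.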
# Apoferritin bind: binds horse apoferritin like a general anesthetic; 350,000 compounds, 0.074% hits; apoferritin/1-aminoanthracene competitive binding, fluorescence; Potency, µM (highest dose often 77.5 µM), for inactives: at the highest dose activity change, negative = displacement, hits mostly inhibitors; P02791; also: potency is read from the fitted curve at half-maximal effect; % is scaled to controls: 0 for no effect and ±100 for the full control effect; nearly all actives have a fitted effect of over 20% in size
#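 Apoferritin-based anesthetic binding model; compound displacement of fluorescent 1-AMA measured as endpoint fluorescence after 10 minutes at room temperature, scaled to free-ligand and complex controls.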
# Pol eta inh: blocks human DNA polymerase eta activity | Potency, µM (titrated, usually from 114 µM), for the others: at the highest dose activity change, negative = inhibition, actives largely listed as inhibitors | recombinant Pol eta, fluorescent DNA replication assay | 390,000 compounds, 1.2% hits | Q9Y253; also: potency is read from the fitted curve at half-maximal effect; % is scaled to controls: 0 for no effect and ±100 for the full control effect
# Target sequence (Q9Y253 whole entry, looked up): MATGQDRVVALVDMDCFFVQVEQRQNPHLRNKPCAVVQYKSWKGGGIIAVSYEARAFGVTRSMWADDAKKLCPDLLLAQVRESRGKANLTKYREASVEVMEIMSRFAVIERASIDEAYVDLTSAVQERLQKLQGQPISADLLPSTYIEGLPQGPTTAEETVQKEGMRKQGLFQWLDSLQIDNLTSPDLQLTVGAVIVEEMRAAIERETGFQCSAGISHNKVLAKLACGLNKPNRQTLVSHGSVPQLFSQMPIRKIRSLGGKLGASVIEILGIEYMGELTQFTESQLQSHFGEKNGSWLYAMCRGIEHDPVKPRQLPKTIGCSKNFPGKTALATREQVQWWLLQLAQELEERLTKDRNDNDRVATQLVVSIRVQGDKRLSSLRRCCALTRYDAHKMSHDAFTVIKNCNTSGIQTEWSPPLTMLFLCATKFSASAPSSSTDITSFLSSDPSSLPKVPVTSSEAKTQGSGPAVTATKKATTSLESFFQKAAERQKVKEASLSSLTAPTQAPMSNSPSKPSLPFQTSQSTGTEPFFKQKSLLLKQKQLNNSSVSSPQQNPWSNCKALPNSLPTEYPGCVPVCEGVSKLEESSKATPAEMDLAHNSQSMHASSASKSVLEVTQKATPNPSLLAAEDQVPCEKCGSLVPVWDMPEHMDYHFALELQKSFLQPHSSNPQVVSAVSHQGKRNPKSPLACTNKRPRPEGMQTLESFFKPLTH
#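 Pol eta at 10 nM preincubated with compounds 15 min at room temperature; reaction started with fluorescent substrate (50 nM final) and read kinetically at 0 and 10 min.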
# POLK inh: inhibitors of human DNA polymerase kappa | Q9UBT6 | purified Pol kappa, fluorescent DNA synthesis assay, 10 min | Potency, µM (doses to about 107 µM), without a hit: at the top dose activity, negative = inhibition, most hits filed as inhibitors | 400,000 compounds, 0.53% hits | AID 588579; also: potency is read from the fitted curve at half-maximal effect; % is scaled to controls: 0 for no effect and ±100 for the full control effect
#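 Readout: fluorescence, taken kinetically at 0 and 10 min. Conditions: 10 nM Pol kappa, 15 min RT compound preincubation, 50 nM substrate final. Controls: enzyme-free buffer wells.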
# ERG-DNA inh: blocks human ERG Ets domain binding to DNA. 370,000 compounds, 0.028% hits. P11308. AID 624246. Potency, µM (top dose mostly 76.9 µM), inactives show at the top dose FP activity, negative = inhibition, usual class: inhibitors. fluorescence polarization, His-ERG Ets domain / labelled DNA; active = well fitted inhibition curve with a large enough effect in the polarisation, with a control signal flat; inconclusive = small, poorly fitted or top-dose-only effect, or effect the other way, or a change in a side signal; inactive = no such curve, though single readings can be large or run the other way; the % refers to the polarisation;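 also: polarization taken with two DNA probes labelled with fluorescein and Texas red; potency is read from the fitted curve at half-maximal effect; % of control where 0% means no effect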
#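 His-tagged ERG Ets domain (1 uM in the protein solution; 300mM KCl, 50mM Tris-HCl, 1mM EDTA, 1mM DTT, pH 7.5) received compound, then a probe mix of 5 nM fluorescein-DNA and 100nM Texas-615-DNA. Fluorescence polarization was read for both dyes.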
# POLB inh: inhibitors of human DNA polymerase beta; P06746; Pol beta primer extension/strand displacement, fluorescence kinetic; Potency, µM (doses to about 114 µM), for inactives: at the highest dose activity change, negative = inhibition, most hits filed as inhibitors; 340,000 compounds, 1.3% hits; also: potency is read from the fitted curve at half-maximal effect; % is scaled to controls: 0 for no effect and ±100 for the full control effect
#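 10 nM enzyme + cpd, 15 min RT; start with substrate 50 nM final; read 0 min and after 10 min RT. Corrected, normalized data; 4-parameter Hill curve fit.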
# RGS4 inhibitor: inhibitors of human regulator of G protein signaling 4. P49798. Transcreener GDP fluorescence polarization, RGS4-accelerated GTP hydrolysis. 390,000 compounds, 0.039% hits. Potency, µM (series often up to 114 µM), for inactives: at the top dose activity change, negative = inhibition, actives largely listed as inhibitors; also: potency is read from the fitted curve at half-maximal effect; % is scaled to controls: 0 for no effect and ±100 for the full control effect; nearly all actives have a fitted effect of over 75% in size; some results filed as inactive show a strong effect at the top dose
#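 MLSMR compounds (23 nl, pin-transferred) preincubated 10 min at room temperature with a 500nM (2x) first reagent, then RGS4 at 900nM (2x) plus Transcreener GDP mix added; fluorescence polarization (620/688 nm) read before and after 90 min at 30 °C.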
# APE1 inh: blocks human APE1 abasic DNA cleavage. recombinant APE1, TAMRA/BHQ-2 abasic DNA cleavage fluorescence. Potency, µM (doses to about 65.8 µM), for inactives: top-dose activity change, negative = inhibition, actives largely listed as inhibitors. 350,000 compounds, 0.35% hits;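 also: potency is read from the fitted curve at half-maximal effect; plate controls were vehicle for no effect and reference inhibitor for full effect; nearly all actives have a fitted effect of over 55% in size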
# Target sequence (P27695 whole entry, looked up): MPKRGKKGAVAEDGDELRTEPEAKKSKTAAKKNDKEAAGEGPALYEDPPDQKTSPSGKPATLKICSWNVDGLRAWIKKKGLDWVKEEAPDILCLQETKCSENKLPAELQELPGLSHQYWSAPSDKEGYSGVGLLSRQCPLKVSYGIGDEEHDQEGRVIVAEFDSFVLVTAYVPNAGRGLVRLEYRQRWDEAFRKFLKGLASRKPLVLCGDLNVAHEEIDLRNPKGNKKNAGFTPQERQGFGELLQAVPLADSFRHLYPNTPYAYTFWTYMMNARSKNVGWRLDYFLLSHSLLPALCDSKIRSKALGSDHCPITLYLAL
#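 APE1 at 0.75 nM final was preincubated with compound 15 min at room temperature, then 50 nM double-stranded THF abasic-site substrate (5'-TAMRA/3'-BHQ-2) was added. Fluorescence (ex 525/em 598 nm) was read kinetically; third-minus-first read gave activity.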
# The depositor's hits bear a star; ? = inconclusive; · = no result given; & = joins results of further samples; [ ] = dose if it differs, or a comment. Unless noted, calls follow the shape of the dose curve; as a rule, active = well fitted curve in the direction sought with a large enough effect; inconclusive = small, poorly fitted or top-dose-only effect, or another doubt; inactive = no such curve, though single readings can be large; an effect the other way counts as inactive or inconclusive. The list is partial; rates above refer to the full screens.
1) COc1ccc(Cc2nnc(NC(=O)C3CC(=O)N(c4ccc(OC)cc4)C3)s2)cc1 (centres undefined)
2) CCN(CC)S(=O)(=O)c1ccc(N2CCOCC2)c(NC(=O)C(=O)c2c(-c3ccccc3)cc3ccccn23)c1
3) O=C1NCCCC1C(=O)NCCN1C(=O)CCC1=O (centres undefined)
4) CCOc1ccccc1C(=O)N[C@H](C(=O)OCc1cc([N+](=O)[O-])cc2c1OCOC2)C(C)C
5) COc1ccc(CCNC(=O)c2cc(S(=O)(=O)N(C)C)ccc2N2CCCC2)cc1OC
6) CCN(CC)C(=O)Cn1c(=O)cc(C)c2c(C)nn(-c3cccc(Cl)c3C)c21
7) O=C(c1ccc(OCCCc2cnc[nH]2)cc1)C1CC1
8) Clc1ccc(-c2cc3ccccc3[nH]2)cc1

entry no.	1	2	3	4	5	6	7	8
LDHA inh	-3	0	-4	0	1	-4	·	-1
ALOX12 inh	?	-18%	0%[57.4 µM]	-14%	402%[activator]	-11%	·	?
Apoferritin bind	-16%	?	-17%	2%	-3%	-14%	4%&-7%	-20%
Pol eta inh	?	-7%	-5%	-16%	-8%	-10%	·	-26%
POLK inh	-9%	-4%	-6%	-5%	1%	-4%	-10%&14%&-14%[60.1 µM]	-11%
ERG-DNA inh	-11%	2%	·	-20%	-2%	-7%	·	6%
POLB inh	?	-2%	-12%	2%	22%	-15%	·	-5%
RGS4 inhibitor	-30%	-15%	14%	8%	-1%	24%	13%[56.9 µM]	-11%
APE1 inh	16%	-4%	3%	2%	-7%	·	-3%&10%	8%

9) NS(=O)(=O)c1ccc(-c2ccc(/C=C3\C(=O)Nc4cc(Cl)ccc43)o2)cc1
10) CCNC(=O)C1(c2ccccc2)CCCC1
11) COc1ccc(C(=O)NCC(c2cccnc2)N2CCN(c3ccc(F)cc3)CC2)cc1 (centres undefined)
12) CC(=O)c1sc(=S)n(Cc2ccccc2)c1C
13) Cc1ccc(N/C=C/C(=O)c2ccccc2)cc1Br
14) COc1ccc(OC)c(-c2csc(NC(=O)c3ccc(F)cc3)n2)c1
15) CC(C)C(=O)Nc1c(C(=O)N2CCN(c3ncccn3)CC2)oc2ccccc12
16) CCC(=O)N1c2nc(-c3ccco3)nn2C2(CCCCC2)[C@@H]2CCCC[C@@H]21

entry no.	9	10	11	12	13	14	15	16
LDHA inh	-19	-18	-6	0	-10	-1	0	3&-1
ALOX12 inh	?	43%[activator]	-24%	?	-1%	13%	4%	?
Apoferritin bind	?	-17%	54%[activator]	-17%	-17%	3%	-1%	-4%
Pol eta inh	?	3%	-15%	-6%	1%	-10%	-14%	2%
POLK inh	-19%	-3%	-7%	10%	3%	-19%	10%	-2%
ERG-DNA inh	-6%	-6%	-1%	0%	-6%	19%	-1%	-1%
POLB inh	?	20%	?	-12%	?	12%	0%	3%
RGS4 inhibitor	-3%	9%	-5%	?	-5%	15%	-20%	1%
APE1 inh	1%	-3%	·	34%	10%	0%	82%[activator]	·

17) O=C(Nc1cccc(O)c1)c1cc(-c2ccccc2F)no1
18) O=c1c(-c2ccc(Cl)cc2)coc2c(CN3CCOCC3)c(O)ccc12
19) Cc1cccc(C(=O)NCC(=O)OCc2cc(=O)n3nc(C4CCCCC4)sc3n2)c1
20) COc1cc2ccccc2cc1C(=O)OCC(=O)NC1CCS(=O)(=O)C1 (centres undefined)
21) CSCC[C@H](NS(=O)(=O)c1ccc(C(C)=O)cc1)c1nnc2ccccn12
22) NS(=O)(=O)c1ccc(NC(=O)CSc2ncnc3ccccc23)cc1
23) COc1ccc(-n2c(=O)c(NC(=O)c3ccccc3)c3n(c2=S)CCCCC3)cc1
24) CCCC(CCC(=O)Nc1cccc([N+](=O)[O-])c1)C(=O)O (centres undefined)

entry no.	17	18	19	20	21	22	23	24
LDHA inh	0	-2	-12	-1	-3	-8	-8	-1
ALOX12 inh	3%	-13%	-10%	-9%	-14%	-1%	-13%	25%
Apoferritin bind	-5%	-13%	2%	11%	-4%	-11%	-8%	-5%
Pol eta inh	-7%	-15%	-13%	-14%	14µM*	-14%	-15%	-9%
POLK inh	-8%	-12%	-2%	1%	-19%	-3%	1%	-7%
ERG-DNA inh	7%	1%	-1%	11%	-2%	-3%	6%	-5%
POLB inh	3%	13%	-11%	20%	79µM*	32µM*	8%	4%
RGS4 inhibitor	28%	2%[11.4 µM]	-21%	-24%	-26%	-45%	-7%	-13%
APE1 inh	·	17%	·	-1%	?	-3%	-1%	-1%

25) CN(C)c1ccc(C(=O)NCCCSc2ccccc2)cc1
26) c1nc(N2CCCC2)c2[nH]cnc2n1
27) O=C(Cn1cnc2c(nnn2Cc2ccc(F)cc2)c1=O)NCc1ccccc1
28) COc1ccc(N2CCN(C(=O)CNC(=O)Cc3ccccc3)CC2)cc1
29) Cc1onc(C(=O)N2CCOCC2)c1[N+](=O)[O-]
30) COCCn1c(N)c(N(Cc2ccccc2)C(=O)COc2ccccc2F)c(=O)[nH]c1=O
31) CC1CCN(C(=O)COc2coc(CN3CCc4ccccc43)cc2=O)CC1
32) Cc1ccccc1NC(=S)N1CCCC(c2nc3ccccc3[nH]2)C1 (centres undefined)

entry no.	25	26	27	28	29	30	31	32
LDHA inh	-8	-5	-1	2	-2	2	-2	-7
ALOX12 inh	0%	?	23%	-4%	-2%	-21%	?	0%
Apoferritin bind	-12%	8%	-5%	-4%	-4%	·	·	-16%
Pol eta inh	-10%	-10%	0%	-1%	-21%	-1%	-7%	-11%
POLK inh	-7%	-10%	-13%	-18%	7%	-11%	-8%	1%
ERG-DNA inh	-5%	-10%	15%	-6%	10%	-8%	-8%	4%
POLB inh	16%	0%	-1%	-13%	10%	·	·	-26%
RGS4 inhibitor	-9%	25%	26%	-19%	3%	39%	-3%	-2%
APE1 inh	-22%	-1%	5%	15%	-2%	-16%	-1%	-1%

# Some of these compounds in order of their number in POLK inh, descending.
entry	compound	POLK inh
32	Cc1ccccc1NC(=S)N1CCCC(c2nc3ccccc3[nH]2)C1 (centres undefined)	1%
25	CN(C)c1ccc(C(=O)NCCCSc2ccccc2)cc1	-7%
26	c1nc(N2CCCC2)c2[nH]cnc2n1	-10%
27	O=C(Cn1cnc2c(nnn2Cc2ccc(F)cc2)c1=O)NCc1ccccc1	-13%
28	COc1ccc(N2CCN(C(=O)CNC(=O)Cc3ccccc3)CC2)cc1	-18%

# The results go on:
33) COC(=O)c1ccc(C(=O)N(C)C2CCCN(Cc3ccccc3F)C2)cc1 (centres undefined)
34) O=C(O)/C=C/C(=O)NNc1ccc([N+](=O)[O-])cc1
35) CC(=O)Nc1cccc(OC(=O)COc2ccc(Br)cc2)c1
36) COC(=O)C[C@H]1c2cc(C(F)(F)F)ccc2S(=O)(=O)N1C(C)(C)C
37) O=c1cc(C(F)(F)F)nc(SCc2cccnc2)[nH]1
38) O=C(COC(=O)c1cccc(S(=O)(=O)Nc2ccc(F)cc2)c1)NCCN1C(=O)CSC1=O
39) CCOC(=O)CN1C(=O)NC2NC(=O)NC21 (centres undefined)
40) O=C(CSc1nnc(-c2ccccc2)o1)N1CCN(c2ccccc2)CC1

entry no.	33	34	35	36	37	38	39	40
LDHA inh	-2	3	-8	1	-8	-8	-6	-7
ALOX12 inh	-23%	?	-4%	23%	·	-26%	0%	0%
Apoferritin bind	-7%	?	-2%	·	-8%	·	-3%	7%
Pol eta inh	-2%	-2%	-5%	-7%	-19%	-15%	-16%	-10%
POLK inh	2%	7%	-3%	-8%&2%	4%	-7%	0%	-3%
ERG-DNA inh	0%	-9%	-1%	-2%	3%	-2%	2%	1%
POLB inh	-1%	?	1%	·	2%	·	6%	15%
RGS4 inhibitor	4%	?	-2%	6%	-20%	-6%	11%	-8%
APE1 inh	11%	-2%	-1%	·	41%	-14%	21%	1%

# One compound at a time, as listed above. Values in the order: LDHA inh | ALOX12 inh | Apoferritin bind | Pol eta inh | POLK inh | ERG-DNA inh | POLB inh | RGS4 inhibitor | APE1 inh
# Record of O=C(O)/C=C/C(=O)NNc1ccc([N+](=O)[O-])cc1 = 3 | ? | ? | -2% | 7% | -9% | ? | ? | -2%
# Record of COC(=O)c1ccc(C(=O)N(C)C2CCCN(Cc3ccccc3F)C2)cc1 (centres undefined) = -2 | -23% | -7% | -2% | 2% | 0% | -1% | 4% | 11%

# The list continues.
41) O=C(Nc1ccc(Cc2ccncc2)cc1)c1cc(F)c(F)cc1Cl
42) CCOC(=O)N1C2C=C(C)[C@@H]2[C@@H]2CC(=O)N21 (some centres undefined)
43) O=C(Nc1ccc(Br)cc1)N1CCCCC1
44) Cc1ccc(S(=O)(=O)NCCSCc2ccccc2)cc1
45) CCN(CC)S(=O)(=O)c1ccc(O)c(NC(=O)c2cc(-c3cc(OC)c(OC)c(OC)c3)nc3ccccc23)c1

entry no.	41	42	43	44	45
LDHA inh	-11	-4	-7	3	-9
ALOX12 inh	1%	-2%	-13%	4%	·
Apoferritin bind	-4%	-9%	?	?	-18%
Pol eta inh	-3%	-9%	-6%	-19%	?
POLK inh	-11%	4%	1%	-19%	-11%
ERG-DNA inh	4%	-2%	-7%	0%	-8%
POLB inh	0%	23%	1%	-13%	?
RGS4 inhibitor	5%	-11%	-27%	-6%	?
APE1 inh	4%	13%	-8%	-8%	34%

# High-throughput results deposited in PubChem BioAssay by National Center for Advancing Translational Sciences (NCATS).
